Screening data deposited in PubChem BioAssay by several laboratories.
PolyA inhibitor – inhibitors of polyadenylation in S. cerevisiae. S. cerevisiae SKY197-pL101 polyadenylation reporter, beta-gal luminescence; efflux-impaired pdr1/pdr3 knockout yeast; score 100 = 6 SD above DMSO. calls only at 12 µM. 300,000 tested, 0.02% active;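 active = lowest replicate activity score at least 50, where 100 means six control SD above control mean; inconclusive = lowest score under 50 but half or more replicates reach 50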;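 note: yeast exposed to compound for 9 h at 30 °C; higher score means more reporter readthrough which indicates perturbed polyadenylation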
AI-2 QS modul – Vibrio harveyi AI-2 quorum sensing modulation; Vibrio harveyi JMH597 AI-2 luminescence/OD600 ratio, 9 h; hits give low values; strain lacks LuxN and CqsS sensors; 0 = neutral-control median; activity change, % at 7.5 µM; 300,000 tested, 0.4% active; in the data active = activity change below about -75%, passing the limit was not always enough; inconclusive = no clear call, values can overlap the other calls;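 note: luminescence divided by OD600 gain over 9 h not by final OD600 alone; inactives centre near 13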
HSF1 inh – HSF1 inhibition; NIH3T3-HGL HSE-luciferase, MG132-induced, luminescence 8 h; hits give low values; activity change, negative = inhibition, % at 7.5 µM (by protocol); 300,000 tested, 0.77% active;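 active = more than half of replicate wells show activity change below -50%, luminescence cut by over half; inconclusive = some wells, but at most half, below -50%; inactive = no replicate well below -50%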;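 note: luciferase reports HSF-1 transcriptional activity via heat shock element; 0% = median of DMSO wells and -100% = zero luminescence signal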
HSF1 activator – increases HSF-1 driven luciferase reporter signal; 300,000 tested, 1.7% active; activation, % at 9 µM; NIH3T3-HGL HSF-1 luciferase reporter, MG132, 8 h; 100% = twice DMSO control signal;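 active = mean replicate activation of at least 50% with a set share of replicates each reaching 50%; inconclusive = only one of those two conditions met; inactive = mean below 50% and too few replicates reaching it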;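 note: 0% = median of the neutral control wells and 100% = twice that signal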
GSK3A inh – human GSK-3 alpha kinase inhibition | P49840 | ADP-Glo luminescence, 60 min | inhibition, % at 10 µM | 320,000 tested, 0.1% active | AID 2650;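 in the data active = inhibition above about 50%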;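 note: GST-tagged GSK-3 alpha with peptide substrate and 25 µM ATP; 0% = DMSO neutral wells and 100% = GW8510 positive control wells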
Target sequence (P49840 whole entry, looked up): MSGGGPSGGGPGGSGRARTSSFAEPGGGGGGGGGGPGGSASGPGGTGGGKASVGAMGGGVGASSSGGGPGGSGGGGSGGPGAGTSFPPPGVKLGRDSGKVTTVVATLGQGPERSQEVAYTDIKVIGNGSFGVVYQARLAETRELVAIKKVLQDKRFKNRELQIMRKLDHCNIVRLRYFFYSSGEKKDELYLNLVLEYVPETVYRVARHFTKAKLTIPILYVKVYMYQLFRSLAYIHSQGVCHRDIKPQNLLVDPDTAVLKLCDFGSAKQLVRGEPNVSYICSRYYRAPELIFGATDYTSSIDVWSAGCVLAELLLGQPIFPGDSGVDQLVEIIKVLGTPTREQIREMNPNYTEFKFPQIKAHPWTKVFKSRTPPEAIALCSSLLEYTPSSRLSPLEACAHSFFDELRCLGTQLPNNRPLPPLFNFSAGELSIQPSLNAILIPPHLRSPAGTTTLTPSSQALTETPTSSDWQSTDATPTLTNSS
Platelet DG rel – platelet dense granule release activity; human platelet-rich plasma, SFLLRN dense granule ATP release, luminescence; inhibition, %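 (compounds screened at 7.5 µM in platelet-rich plasma)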; 300,000 tested, 0.22% active; AID 1663;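 active = mean replicate score, as percent of positive control, at or above 50; inconclusive = mean below 50 but at least one replicate at or above 50; inactive = mean and every replicate below 50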
Dyrk1A ADPGlo – blocks rat Dyrk1A kinase activity. inhibition, % at 12.5 µM. AID 504441. 310,000 tested, 0.43% active. Q63470. ADP-Glo luminescence, NFATc1 peptide; in the data active = inhibition above about 50%;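 note: plate controls were vehicle with enzyme for no effect and no enzyme for full effect; many of its hits are not listed in these tables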
GSK3B inh – blocks human GSK3beta kinase activity | P49841 | GST-GSK3beta kinase, ADP-Glo luminescence, 60 min; hits give low values | activity score (negative = inhibition), % at 10 µM | 300,000 tested, 0.038% active | AID 2097;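 active = more than half of replicate wells score below -50%, meaning over 50% inhibition versus plate controls; inconclusive = some replicates but at most half score below -50%; inactive = no replicate scores below -50%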;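 note: 0% = median DMSO wells and -100% = median GW8510 positive control wells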
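Test system – GST-tagged human GSK3beta kinase, cell-free · Incubation – 60 min enzyme reaction, room temperature · Signal – ADP-Glo luminescence · Also added – peptide substrate and ATP at 25 µM · Controls – DMSO neutral wells and GW8510 at 20 µM as positive · Buffer or medium – Tris/MgCl2 kinase buffer · Measure – Luminescence-derived activity versus plate DMSO and GW8510 wells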
HDAC3 inhib – inhibitors of human histone deacetylase 3; O15379; 320,000 tested, 0.15% active; recombinant HDAC3, fluorogenic peptide/trypsin coupled, fluorescence; AID 2718; inhibition, % at 8.3 µM; in the data active = inhibition above about 26%, passing the limit was not always enough; inconclusive = no clear call, values can overlap the other calls
Target sequence (O15379 whole entry, looked up): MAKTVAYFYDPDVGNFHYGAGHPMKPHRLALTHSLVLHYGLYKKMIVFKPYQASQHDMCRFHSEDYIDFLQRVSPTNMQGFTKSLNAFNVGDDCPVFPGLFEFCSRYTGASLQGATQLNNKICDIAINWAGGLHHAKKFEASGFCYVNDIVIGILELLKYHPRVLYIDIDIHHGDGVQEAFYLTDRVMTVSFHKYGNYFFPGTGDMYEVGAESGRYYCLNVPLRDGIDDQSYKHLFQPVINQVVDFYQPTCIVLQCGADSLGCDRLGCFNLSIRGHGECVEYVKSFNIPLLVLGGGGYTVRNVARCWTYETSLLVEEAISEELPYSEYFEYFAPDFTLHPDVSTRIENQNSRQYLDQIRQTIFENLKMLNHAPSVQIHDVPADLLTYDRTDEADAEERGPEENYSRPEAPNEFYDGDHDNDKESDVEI
HSP90 refold inh – inhibitors of HSP90 luciferase refolding in rabbit reticulocyte lysate. AID 1789. 290,000 tested, 0.91% active. luciferase refolding luminescence, 3 h. inhibition, % at 5.6 µM;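 active = inhibition above the screen-wide mean plus 3 SD, computed separately per campaign, cut at about 16% in these data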;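 note: 0% = DMSO wells and 100% = 60 µM geldanamycin wells; inhibitors lower the luminescence because luciferase stays unfolded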
Starred values were filed as active, the others as inactive; i = inactive; ? = inconclusive; / = no result given. The list is partial; rates above refer to the full screens.

SMILES	PolyA inhibitor	AI-2 QS modul	HSF1 inh	HSF1 activator	GSK3A inh	Platelet DG rel	Dyrk1A ADPGlo	GSK3B inh	HDAC3 inhib	HSP90 refold inh
Cc1ccc(CNC(=O)c2nc3nc(C)cc(C)n3n2)cc1	i	-41	4	-13	-2	-1	-5	0	-3	1
CCn1cc(C(=O)O)c(=O)c2cc(F)c(N/N=C/c3ccccc3)cc21	i	5	-7	-12	8	-2	8	-11	-1	0
COc1ccc(C2CC(c3ccc(F)cc3)n3nc(NC(=O)c4ccco4)nc3N2)cc1 (stereo not given)	i	-4	-6	26	-1	4	1	-3	1	-4
CC(NS(=O)(=O)c1ccc(NC(=O)N2CCCCC2)cc1)c1ccccc1 (stereo not given)	i	12	-5	-1	4	-4	6	2	-1	-5
COc1ccc2nc3oc(C(=O)NCCCOC(C)C)cc3cc2c1	i	17	-4	-12	-1	7	7	1	-2	-1
CCCCn1c(N)c(N(CCOC)C(=O)c2cnc(C)cn2)c(=O)[nH]c1=O	i	4	-5	7	-4	-2	16	2	1	/
C=CCc1c(C)nc(SC)nc1Nc1ccc(C)cc1	i	33	-2	-5	-6	1	5	1	3	-2
COc1ccc2nc3ccccc3nc2c1	i	30	3	31	1	8	9	-2	-7	-2
O=C(c1ccc(COc2ccc(Cl)cc2)o1)N1N=C(C(F)F)CC1(O)C(F)F (stereo not given)	i	19	-1	2	-1	-3	-3	1	9	-5
Oc1c(N=Nc2ccc(F)cc2)ccc2ccccc12	i	3	10	5	3	5	1	0	-1	3
COc1cccc(-n2nc(C(=O)N3CCN(Cc4ccccc4)CC3)c3ccccc3c2=O)c1	i	13	-1	11	/	17	2	-2	10	-1
COc1ccc2c(C)cc(SCC(=O)NCCN3C(=O)CSC3=O)nc2c1	i	9	-5	-8	-1	-1	7	4	1	3
COc1cc(/C=N/n2cnnc2)ccc1OCCSc1ccc(C)cc1	i	-1	27	44	0	1	2	2	9	0
CC(c1ccc(F)cc1)n1c(Cn2ncc3ccccc3c2=O)n[nH]c1=S (stereo not given)	i	7	35	66*	-3	-7	-2	0	10	0
Cc1sc2nc(CN3CCCCC3)nc(Nc3ccc4c(c3)OCCO4)c2c1C	i	22	-6	14	-2	-3	/	0	1	-2
Cc1ccc(N2Cc3ccccc3OC(C)C2=O)cc1 (stereo not given)	i	16	27	55*	-1	9	-2	-2	-1	0
COc1ccc(/C=C2/NC(=O)N(CC(=O)Nc3cccc(C)c3)C2=O)cc1O	i	21	25	29	-1	-1	-2	1	-1	3
COc1cc(OC)nc(NC(=O)CSc2nc3ccccc3[nH]2)n1	i	-11	11	38	0	0	1	-3	0	4
O=c1[nH]nc(N/N=C/c2ccccc2OC(F)F)c(=O)[nH]1	i	21	-1	10	1	-3	0	14	8	-4
CCc1c(C(=O)NCc2cnn(C)c2)csc1C	i	28	-8	-11	0	13	-5	6	-3	-3
O=C(c1cccc(S(=O)(=O)N2CCc3ccccc32)c1)N1CCN(c2ccccn2)CC1	i	13	4	7	-1	-5	4	2	0	1
Cc1oc2cc(O)ccc2c(=O)c1Oc1ccc(F)cc1	i	7	1	-4	-2	0	2	1	-14	2
COc1ccccc1CNCC(=O)Nc1ccc(N(C)C)cc1	i	11	1	31	-1	15	2	3	0	3
Cc1ccc2c(=O)cc(C(=O)NC3CCS(=O)(=O)C3)oc2c1 (stereo not given)	i	11	1	8	0	3	3	2	-1	-2
CCCCS(=O)(=O)Nc1ccc(N2CCOCC2)c(S(=O)(=O)N2CCOCC2)c1	i	11	0	15	-1	-4	-2	1	-4	-3
COCCN1C(=O)N(c2ccc(OC)cc2)C(=O)C1CC(=O)Nc1cccc(F)c1 (stereo not given)	i	14	1	-14	-4	1	-1	0	1	-3
c1ccc2c(Nc3ccc(N4CCOCC4)cc3)nc(N3CCOCC3)nc2c1	i	/	3	-12	-2	1	3	/	-4	-2
O=C(C[n+]1ccccc1)c1ccc(-c2ccccc2)cc1	i	26	7	13	1	2	7	2	3	1
O=C(O)CCCCCNC(=O)c1ccccc1	i	30	-3	5	-1	0	-1	0	1	3
COCCSc1nc(N)c(NC(=O)c2ccco2)c(=O)[nH]1	i	30	0	7	-1	6	-2	2	4	4
CC(=O)Nc1nc2c(C)cc(NC(=O)C3CCCCC3)cc2s1	i	23	14	35	2	-3	2	1	-2	-5
C=CCNc1ncnc2c1[nH]c1ccccc12	i	8	2	-6	/	-1	42	3	-17	5
CCN(CC)CC#CCC(OC)(c1ccccc1)c1ccccc1	i	11	0	-18	3	-2	2	1	0	2
CC1(c2ccc(Cl)cc2)NC(=O)N(CC(=O)c2ccc3c(c2)OCO3)C1=O (stereo not given)	i	26	11	6	0	-3	0	-11	-6	-3
Cc1cc(NS(=O)(=O)c2ccc(NC(=O)C(C)N3C(=O)c4ccccc4C3=O)cc2)nc(C)n1 (stereo not given)	i	15	-3	-10	-2	10	1	-3	-4	-1
Cc1nnc(NC(=O)CSc2n[nH]c(-c3ccccc3)n2)s1	i	19	5	-3	-5	10	3	2	9	-4
Cc1nc2ccccn2c1C(=O)CSc1ccc(Cl)cc1Cl	i	-17	2	-24	-2	-1	-1	-8	0	0
COc1cc(OC)c2c(-c3ccccc3)cc(=O)oc2c1	i	30	-1	-4	-3	0	12	1	2	-2
O=C(CN1CCN(S(=O)(=O)c2ccc(Br)cc2)CC1)N/N=C/c1ccco1	i	62	-4	2	-2	1	-6	0	-5	4
COc1ccc(Cc2nc3ccc(C(=O)N4CCOCC4)cc3o2)cc1	i	10	29	29	0	11	2	3	?	-4
O=C(O)C1Sc2[nH]c(=O)sc2C2c3cc(Br)ccc3OC(=O)C12 (stereo not given)	i	-8	-2	10	12	-1	25	2	0	0
CCCCC(=O)OCC(=O)c1[nH]c(C)c(C(=O)OCC)c1C	i	33	37	76*	0	7	-2	4	3	3
CN(n1cnc2ccccc2c1=O)S(C)(=O)=O	i	21	-6	1	-4	5	/	1	-8	0
Cc1cc(N2CCCCC2)nc(SCc2ccc(C#N)cc2)n1	i	5	10	13	-2	1	6	0	-3	0
COc1ccc2oc(=Nc3cc(F)ccc3F)c(C(N)=O)cc2c1	i	3	34	70*	-2	0	-1	1	11	-1
CC(C)(C)n1nc2c(c1NC(=O)COc1ccc(Cl)cc1)CS(=O)(=O)C2	i	20	-3	1	0	11	-2	-20	-3	9
CCc1ccc(OCC(=O)N/N=C/c2cc([N+](=O)[O-])ccc2N2CCOCC2)cc1	i	28	-3	-5	3	-4	0	-7	-2	-2
O=C(CSc1nnc(C2COc3ccccc3O2)o1)Nc1ccc(F)cc1Cl (stereo not given)	i	15	12	9	-5	8	6	4	0	3
N/C(=N/OCC(=O)Nc1cccc2ccccc12)c1nonc1N	i	-5	2	22	-1	-1	17	2	-3	1
O=[N+]([O-])c1ccc(OCCCn2cncn2)cc1	i	6	-10	0	0	2	0	1	-7	3
Cn1cc(C(=O)N2CCc3ccccc3C2)c(=O)c2cc(S(=O)(=O)N3CCOCC3)ccc21	i	8	-4	-9	0	-6	-5	0	2	3
O=C1CCC(C(=O)N2CCCCCC2)CN1CCc1ccc(Cl)cc1 (stereo not given)	i	12	-2	26	-1	7	-4	-1	0	-2
CN(C)c1ccc(NC(=O)Nc2ccc3snnc3c2)cc1	i	12	3	14	1	-43	-1	-1	-2	-1
CCOC(=O)C1=C(C)NC(=O)NC1c1c(O)ccc2ccccc12 (stereo not given)	i	7	-2	5	-1	11	4	1	2	-4
Cc1cccc(NC(=O)c2ccc([N+](=O)[O-])o2)n1	i	-89*	5	3	0	-5	4	1	-9	-2
CC(=O)Nc1ccc(C2NC(=O)CCC2[N+](=O)[O-])cc1 (stereo not given)	i	24	-10	-14	1	0	3	3	-1	2
CCc1ccccc1NC1=NCC(=O)N1Cc1ccccc1	i	35	-13	-20	-1	/	-2	4	7	-1
CN(CCO)c1ccc(-c2nn(C)c(=O)c3ccccc23)cc1[N+](=O)[O-]	i	3	-5	3	-1	6	-6	2	0	2
O=C(COc1coc(CN2CCc3ccccc3C2)cc1=O)Nc1cccc([N+](=O)[O-])c1	i	6	5	-4	-1	11	-17	1	5	/
CSc1cccc(NC(=O)CN(c2ccccc2)S(=O)(=O)N(C)C)c1	i	10	-5	10	-2	10	-4	-1	3	-1

Carrying on.
SMILES	PolyA inhibitor	AI-2 QS modul	HSF1 inh	HSF1 activator	GSK3A inh	Platelet DG rel	Dyrk1A ADPGlo	GSK3B inh	HDAC3 inhib	HSP90 refold inh
CCOC(=O)CC(=O)CSc1ccc2nnc(-c3ccccc3)n2n1	i	36	8	48	6	-13	21	-7	?	5
CCN(CC)C(=S)NC(=O)c1ccc(F)cc1	i	32	-3	-2	1	0	-2	-1	-5	-2
Cc1cc(C)cc(NC(=S)/C(=C(\[O-])c2ccc(Cl)s2)[n+]2cccc(C)c2)c1	i	17	-2	-1	1	9	-3	-2	4	4
C=CCn1c(SCC(=O)N2CCc3ccccc3C2)nc2sc(C)cc2c1=O	i	-2	-2	-1	/	-8	8	-2	3	-3
COc1ccc(CNC(=O)CN(Cc2ccco2)C(=O)CNS(=O)(=O)c2ccc(C)cc2)cc1	i	22	-2	-6	0	-1	2	-1	-3	-8
C[C@H](NC(=O)c1ccc2c(c1)OCO2)c1nnc2ccccn12	i	16	-6	1	-2	2	7	0	-1	-1
COc1ccc2c3c(c(=O)oc2c1OCC(=O)C(C)(C)C)CCCC3	i	18	4	-2	-2	-6	10	1	-6	1
CCC(=O)N(Cc1cc2cc(OC)ccc2[nH]c1=O)c1ccc(C)cc1C	i	28	10	23	-1	13	2	2	-2	-1
NS(=O)(=O)c1ccc(NC(=O)COC(=O)COc2ccccc2)cc1	i	22	1	2	4	2	0	1	-1	-1
Cc1ccc(NC(=O)CSc2nc3nc(C)cc(C)c3c(=O)[nH]2)cc1	i	15	-5	-28	2	-5	-4	0	-9	-5
O=C(Nc1nnc(SCc2ccccc2Cl)s1)c1cccc([N+](=O)[O-])c1	i	12	-11	-5	-1	19	5	2	4	-5
CCCN(CCC)C(=O)c1oc2ccccc2c1NC(=O)Cc1cccc(OC)c1	i	25	-2	21	-4	-9	2	6	8	1
COc1ccc(-c2nnc3ccc(SCC(=O)Nc4cc(C)on4)nn23)cc1OC	i	36	0	2	-4	6	-3	2	1	-1
O=C(c1cnc2sccn2c1=O)N1CCCc2ccccc21	i	27	-11	-30	0	-5	5	1	3	/

Entries of single compounds from above. Values in the order: PolyA inhibitor, AI-2 QS modul, HSF1 inh, HSF1 activator, GSK3A inh, Platelet DG rel, Dyrk1A ADPGlo, GSK3B inh, HDAC3 inhib, HSP90 refold inh
O=C(c1cnc2sccn2c1=O)N1CCCc2ccccc21 is listed with i, 27, -11, -30, 0, -5, 5, 1, 3, /
COc1ccc(-c2nnc3ccc(SCC(=O)Nc4cc(C)on4)nn23)cc1OC is listed with i, 36, 0, 2, -4, 6, -3, 2, 1, -1
